LDHA inh = qHTS assay for inhibitors of human lactate dehydrogenase; L-lactate dehydrogenase A chain (Homo sapiens), P00338; purified LDHA, NADH/diaphorase-resazurin fluorescence; stronger effect = lower value; activity change, % (values are at about 110 or 230 µM); actives 0.15% (n = 480,000); in the data active = activity change below about -30%;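 note: plate controls were DMSO wells for no effect and wells without enzyme for full effect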
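Human LDH5 at 2 nM final in Tris HCl pH 7.4 with 0.06 mM NADH and 0.2 mM pyruvate, reacted 5 minutes at room temperature. Remaining NADH coupled via diaphorase/resazurin; resorufin fluorescence read at 0 and 20 minutes, normalized to enzyme-free and DMSO wells.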
Starred values were filed as active, the others as inactive. Some of the compounds tested. The share of hits here may be higher or lower than overall.

mol	LDHA inh
CCCCn1c(=O)n(CC(=O)Nc2c(C)cccc2C)c(=O)c2c1ncn2CCC(C)C	1
COc1ccc(NC(=O)C(C2CC2)n2c(=O)c(-c3ccco3)nc3ccccc32)cc1 (stereo not drawn)	2
c1csc(C(Nc2ccc3nnnn3n2)c2ccc3c(c2)CCC3)c1 (stereo not drawn)	-8
CCC(=O)Nc1ccc(C(=O)Nc2cccc(C)c2)cc1	4
O=C(O)c1ccccc1SCc1ccccc1Cl	-1
N#Cc1c(-c2ccccc2)cc(-c2cccs2)nc1SCS(=O)Cc1ccc(Cl)cc1 (stereo not drawn)	-6
COc1c(Cl)cc(Cl)cc1/C=C(\C#N)c1nc2ccc(C)cc2[nH]1	9
CCCNCc1ccc(-c2ccc(Br)cc2)o1	3
O=C(NCCC(=O)N1CCCC1)c1cc2ccccc2oc1=O	-12
N#C/C(=C/c1ccccc1)C(=O)OCC(=O)N1CCc2ccccc2C1	-2
CC(C)C(=O)Nc1ccc2[nH]cc(C(C(=O)O)N3CCC(Cc4ccccc4)CC3)c2c1 (stereo not drawn)	-1
Cc1nn(-c2nc3ccccc3o2)c2c1C(c1cccc(C(F)(F)F)c1)CC(=O)N2 (stereo not drawn)	7
O=C(N/N=C\c1cccs1)c1cnccn1	11
Cc1cc(C(=O)N2CCN(S(=O)(=O)c3ccccc3Cl)CC2)c(C)n1Cc1cccs1	5
COc1cc(CN(C)CC(=O)N2c3ccccc3NC(=O)CC2C)ccc1OC(F)F (stereo not drawn)	-1
CCCCCCn1c(SCCC(=O)O)nc2c1c(=O)[nH]c(=O)n2C	1
O=C(NC1CCCCCC1)c1cc(-c2cccc(Br)c2)nc2ccccc12	-1
Cc1nn(CC(=O)NCc2cccc(Br)c2)c(=O)c2cccn12	1
Cc1ccccc1C(=O)Nc1ccc(Cl)cc1C(F)(F)F	0
COc1ccc(N/C=C/C(=O)c2ccc(C(C)C)cc2)cc1	-1
CCOc1ccc(/C=C/c2nc(C#N)c(N(C)Cc3ccccc3)o2)cc1	-8
CCNc1nc(-c2ccc(NC(C)=O)cc2F)cs1	2
COc1ccc2[nH]cc(C(C(=O)O)N3CCN(C4=Nc5ccccc5Oc5ccccc54)CC3)c2c1 (stereo not drawn)	7
Cc1ccc(S(=O)(=O)N2CCN(C(=O)c3cc4ccccc4oc3=O)CC2)cc1	-17
CCCCn1c(=O)[nH]c(=O)c2c1nc(-c1ccccn1)n2CCOC	5
C/C(=N\NC(=O)c1cccc(C)c1)c1ccc(-c2ccccc2)cc1	2
O=C(CSc1nnc2ccc(-c3ccncc3)nn12)N1CCN(c2ccccc2)CC1	7
CN(Cc1ccccc1)S(=O)(=O)c1cc2c(cc1Cl)Oc1ccccc1NC2=O	0
COc1ccc(CNC(=O)CCc2ncc(-c3ccc(C)cc3)o2)cc1	6
CC1(C)CC(=O)C2=C(C1)OC(N)=C(C#N)C2c1ccncc1 (stereo not drawn)	7
COc1ccccc1CNC(=O)Cc1c(C)c2ccc(OC)c(C)c2oc1=O	10
O=C(CN1CCCCC1)Nc1c(-c2ccccc2)c2cc(Br)ccc2[nH]c1=O	4
COC(=O)[C@]12CCCCC=C1N(Cc1ccc3c(c1)OCO3)C(=O)[C@H](CC(=O)NCc1ccc(C)o1)C2	2
Cc1nc(SCc2nc(-c3ccccc3)oc2C)[nH]c(=O)c1C	7
Cc1nc2ccccc2c(C)c1CC(=O)N(Cc1ccco1)Cc1ccco1	3
O=C(Nc1ccccc1-c1ccccc1)c1cc(F)c(F)cc1Cl	4
CCc1ccc2oc(C(=O)Nc3cccc(Cl)c3)cc(=O)c2c1	-3
Cc1ccc(N=C2NN=C(c3ccc4c(c3)CC(C)N4S(C)(=O)=O)CS2)c(C)c1 (stereo not drawn)	-2
CCC(=O)c1ccc(OCc2ccc(Cl)c(Cl)c2)cc1	3
CCN(CC)C(=S)SCC(=O)NCC(=O)Nc1c(C)cc(C)cc1C	5
c1ccc2c(Nc3ccc4[nH]ncc4c3)ncnc2c1	25
CC1(C)C(=O)NC(=O)C(C#N)C1c1ccccc1 (stereo not drawn)	5
CC1CCCC[C@@]12CCc1cc3c4c(c(=O)oc3cc1O2)CCC4 (stereo partly drawn)	6
O=C(Cc1cccc(F)c1)Nc1ccccc1C(F)(F)F	0
CC(C)CCNC(=O)c1ccc2c(c1)nc1n2CCCC1	-2
CNc1nc(-c2ccccc2)c(-c2ccccc2)s1	-5
c1cncc(CN2CCN(Cc3c[nH]c4ccccc34)CC2)c1	3
CCC(=O)N[C@H]1CC[C@@H](CCn2cc(C3CC3)nn2)O[C@@H]1CO	2
COc1ccc2c(c1)C=C(C(=O)Nc1ccc(C(=O)OC(C)C)cc1)C=CO2	17
NNC(=O)c1cccc([N+](=O)[O-])c1	8

An excerpt of these results, field by field.
> COc1ccccc1CNC(=O)Cc1c(C)c2ccc(OC)c(C)c2oc1=O
- LDHA inh: 10

> O=C(CN1CCCCC1)Nc1c(-c2ccccc2)c2cc(Br)ccc2[nH]c1=O
- LDHA inh: 4

Later entries.
mol	LDHA inh
O=C(CN(Cc1cccs1)C1CC1)NCC1CCCO1 (stereo not drawn)	-5
Cn1c(=O)c2[nH]c(NCc3ccc4c(c3)OCO4)nc2n(C)c1=O	6
CCCN(CC#N)CC(=O)NC(=O)Nc1ccccc1	4
CC/C=C(/C)C(=O)Nc1ccc(SC)cc1	0
CCCCc1noc(CN2CCC(NC(=O)c3cnn(C)c3)CC2)n1	-1
CC(C)C(=O)Nc1ccc2[nH]cc(C(C(=O)O)N3CCN(c4ccc(Cl)cc4)CC3)c2c1 (stereo not drawn)	-2
O=C(/C=C/c1ccc(Cl)cc1)c1ccc(O)cc1	6
CC1C(=O)C2(CCCCC2)C(=O)OC1c1ccc(Cl)cc1 (stereo not drawn)	8
N#CC1=C(N)N(c2cccc(F)c2)C2=C(C(=O)OC2)C12C(=O)N(Cc1cccc(F)c1)c1ccccc12 (stereo not drawn)	-2
COc1ccc(NC(=O)c2c(C)noc2C(C)C)cc1OC(F)F	16
COC(=O)/C(=C\C(C#N)=C/N(C)C)C(C)=O	7
CC(Cc1cccs1)N(Cc1ccccc1)C(=O)c1cc(S(=O)(=O)N(C)C)ccc1Cl (stereo not drawn)	9
COc1ccc(C(CNC(=O)COc2cccc(C)c2C)N2CCCCC2)cc1 (stereo not drawn)	-6
CC(=O)N1N=C(c2c(-c3ccccc3)c3cc(Cl)ccc3n(C)c2=O)CC1c1ccco1 (stereo not drawn)	4
O=C(Cn1cnc2cc(F)ccc2c1=O)Nc1cc2c(cc1Cl)OCCO2	3
O=C(c1cccs1)N(Cc1ccco1)C1CC1	0
COc1ccc2c(CNc3ccccc3)cc(=O)oc2c1	3
CC(C)c1ccc2c(c1)C1(CC(=O)Nc3c1sc(C(=O)O)c3-c1ccccc1F)C(=O)N2C (stereo not drawn)	-5
COC(=O)c1c(-c2ccc(N(C)C)cc2)oc2c1C(OC)CCC2 (stereo not drawn)	-3
Cn1c(=O)c2c([nH]c(=O)n2Cc2ccccc2F)n(C)c1=O	-12
CCCC(=O)c1ccc(O)cc1	5
Cc1cc(C)cc(-c2nnc(SCC(=O)N3CCCC(C)C3)o2)c1 (stereo not drawn)	-3
Cc1ccc2oc(C(=O)N3CCC(Cc4ccccc4)CC3)cc(=O)c2c1	13
CCCc1ccc(C(=O)N(CC#N)C2CC2)cc1	-2
CNc1snc(C)c1C(=O)N(C)CCOc1ccc(F)cc1	2

As a working copy, part of the list above:
mol	LDHA inh
O=C(CN(Cc1cccs1)C1CC1)NCC1CCCO1 (stereo not drawn)	-5
Cn1c(=O)c2[nH]c(NCc3ccc4c(c3)OCO4)nc2n(C)c1=O	6
CCCN(CC#N)CC(=O)NC(=O)Nc1ccccc1	4
CC/C=C(/C)C(=O)Nc1ccc(SC)cc1	0
CCCCc1noc(CN2CCC(NC(=O)c3cnn(C)c3)CC2)n1	-1
CC(C)C(=O)Nc1ccc2[nH]cc(C(C(=O)O)N3CCN(c4ccc(Cl)cc4)CC3)c2c1 (stereo not drawn)	-2

Looked up one by one from the entries so far, six records:
mol	LDHA inh
O=C(/C=C/c1ccc(Cl)cc1)c1ccc(O)cc1	6
CCCN(CC#N)CC(=O)NC(=O)Nc1ccccc1	4
COc1ccc(C(CNC(=O)COc2cccc(C)c2C)N2CCCCC2)cc1 (stereo not drawn)	-6
O=C(CN(Cc1cccs1)C1CC1)NCC1CCCO1 (stereo not drawn)	-5
COc1ccc(NC(=O)c2c(C)noc2C(C)C)cc1OC(F)F	16
Cn1c(=O)c2[nH]c(NCc3ccc4c(c3)OCO4)nc2n(C)c1=O	6

Further results follow:
mol	LDHA inh
OCCCCCCCCCCC[n+]1ccccc1	-1
CC(C)C(NC(=O)c1nn(C)c(=O)c2ccccc12)c1ccc2c(c1)OCCCO2 (stereo not drawn)	-1
O=C(c1ccc(F)cc1)c1ccccc1C(=O)N1CCN(C(=O)CC2CCCC2)CC1	6
O=S(=O)(NCc1ccccc1)c1ccccc1	3
CNc1ccc(OC(F)(F)Cl)cc1	11
Cc1cc2ccccc2n1CCNC(=O)c1ccc2ccccc2c1	-4
COc1ccc(NC(=O)c2ccc(Br)o2)cc1NC(=O)c1cccc(C)c1	4
Cc1c(C)c2cc(Cl)c(OCC(=O)NCCN3CCOCC3)cc2oc1=O	9
COCCn1cnnc1SCc1nc2cc(Cl)ccc2n1C	12
CSc1ccccc1C(=O)NC(C)c1ccc(Br)cc1 (stereo not drawn)	-1
Clc1cccnc1SCc1cc(Cl)c2c(c1)OCCO2	4
CCCCc1[nH]nc2c1C1(C(=O)Nc3ccccc31)C(C#N)=C(N)O2 (stereo not drawn)	25
CN(CC(=O)Nc1ccccc1Cl)Cc1ncc(-c2ccc(F)cc2)o1	-2
CC(C)C(CNC(=O)c1nccnc1N)Nc1ccccc1 (stereo not drawn)	0
COc1ccc(-c2c(C)nc(N)nc2-c2ccc(OCc3ccccc3)cc2O)cc1	13
CCCCN(C)Cc1cc(=O)oc2cc(C)c(O)cc12	21
N#CCSC1=Nc2ccccc2CS1	-11
Cc1ccc(Sc2ccc(NC(=O)c3n[nH]c(=O)c4ccccc34)cc2)cc1C	13
CCOC(=O)c1cn[nH]c1S(=O)(=O)N1CCCC(C)C1 (stereo not drawn)	6
Cc1ccc(N(C(C)C(=O)NCc2ccccn2)S(C)(=O)=O)cc1C (stereo not drawn)	2
CCN1CCN(Cc2cc(=O)oc3cc(C)ccc23)CC1	-21
Cc1c(Cl)cccc1N=Cc1ccc(C=Nc2cccc(Cl)c2C)cc1	1
CC(C)CC(NC(=O)c1ccc(-c2ccccc2)cc1)C(=O)O (stereo not drawn)	6
Clc1cccc(-n2ncc3c(NC4CCCC4)ncnc32)c1	4
CCCCN(C)C(=O)Cn1c(C2CC(=O)N(c3cccc(C)c3)C2)nc2ccccc21 (stereo not drawn)	0
O=C(Nc1nc(-c2cccs2)cs1)C1CC(=O)N(c2ccccc2F)C1 (stereo not drawn)	-4
O=C(CCC1CCCC1)NCCCCNC(=O)CCC1CCCC1	-7
Cc1occc1-c1nnc(SC(C(=O)N2CCCC2)c2ccccc2)n1-c1ccccc1 (stereo not drawn)	-2
O=C(NC1CC1)c1cccc(NC(=O)C2CC3CCC2C3)c1 (stereo not drawn)	-2
O=S1(=O)CCC(N2CCN(Cc3cccc(S(=O)(=O)N4CCOCC4)c3)CC2)C1 (stereo not drawn)	-5
CCOC(=O)[C@]12CCC=C1N(Cc1ccco1)C(=O)[C@H](CC(=O)NCC13CC4CC(CC(C4)C1)C3)C2	2
CC1CCN(c2ccc(C(=O)O)cc2NS(=O)(=O)c2ccc(Br)s2)CC1	7
COc1ccc(OC)c2[nH]c(C(=O)NCC(=O)Nc3ccc4c(c3)OCCO4)cc12	-22
CCCCCCSc1nc2c(c(=O)[nH]c(=O)n2C)n1CC	2
O=C(CCc1c[nH]c2ccccc12)Nc1ccccc1	-5
COC(=O)c1ccc(NC(=O)c2nc3ccccc3nc2N2CCCC2)cc1	1
N#CCSc1nnc(-c2cccnc2)n1-c1ccccc1F	1
CCN(Cc1nc2cc(OC)c(OC)cc2c(=O)[nH]1)C(=O)c1cccc(F)c1	-4
Cn1c(N2CCCCC2)nc2c1c(=O)n(Cc1ccccc1)c(=O)n2C	6
Cc1ccc(S(=O)(=O)Nc2cnc3ccccc3c2)c(C)c1C	-4
CC(=O)NCc1ccc(C(=O)NCCc2c[nH]c3ccccc23)cc1	-8
COc1ccc2c(c1)c[n+](C)c1c3cc(OC)c(OC)cc3ccc21	2
CCOc1ccccc1Oc1coc2cc(OC(=O)c3ccccc3)ccc2c1=O	-2
CCN(Cc1ccc(OC)c(OC)c1)C(=O)c1oc2ccc(Cl)cc2c1C	-18
Nc1sc(-c2ccccc2)cc1C(=O)NCCc1ccc(Cl)cc1	0
Cn1nc(C(=O)Nc2ccc(Cl)c(Cl)c2)c2ccccc2c1=O	-3
CC(C)OCC(O)Cn1c(N2CCCCCC2)nc2c1c(=O)[nH]c(=O)n2C (stereo not drawn)	-10
CSc1ccc(/C=C/C(=O)c2ccc(NC(=O)c3ccccc3)cc2)cc1	-4
CC(=O)Nc1c(C)noc1/C=C\c1ccc(C)c(S(=O)(=O)Nc2cc(C)ccc2C)c1	7
CCc1ccccc1NC(=O)c1cnn2c1NC(C(=O)O)=CC2c1ccccc1OC (stereo not drawn)	4
COc1ccc(Cl)cc1NCC(=O)NC(C)(C#N)C(C)C (stereo not drawn)	-5

Screening data (PubChem)
